# NCI-60 one-dose screen, 48 h, at 10 µM unless noted. Numbers give growth in % (100 = growth as untreated, 0 = no growth, -100 = all killed).
# SK-OV-3: SK-OV-3 ovarian cancer cells; 80,000 tested, 3.2% active; AID 1794785
# IGROV1: IGROV1 ovarian cancer. 79,000 tested, 4.7% active. AID 1794786
# RXF 393: RXF 393 renal cancer cells. 77,000 tested, 6.9% active
# OVCAR-4: OVCAR-4 ovarian cancer cells; 80,000 tested, 3.7% active; AID 1794784
# OVCAR-5: OVCAR-5 ovarian cancer; 82,000 tested, 2.9% active
# ACHN: ACHN renal cancer; 81,000 tested, 4.9% active
# OVCAR-8: OVCAR-8 ovarian cancer; 81,000 tested, 4.4% active; AID 1794782
# A498: A498 renal cancer cells | 76,000 tested, 5.4% active
# OVCAR-3: OVCAR-3 ovarian cancer; AID 1794787; 79,000 tested, 7% active
# Starred values were filed as active, the others as inactive; / = not tested or not shown; & = joins results of further samples. How the source made its calls: active means growth percent below 10; inactive means the rest.
nr	Structure	SK-OV-3	IGROV1	RXF 393	OVCAR-4	OVCAR-5
1	O=C1CSC(c2ccccc2Cl)N1n1cnnc1 (centres undefined)	101	114	110	105	112
2	O=[N+]([O-])c1ccc(/C=N/c2nnc(-c3ccc(Cl)cc3)o2)cc1	107	105	95	106	98
3	NS(=O)(=O)c1ccc(CCN=C=S)cc1	122	26	-36*	43	85
4	O=C(Oc1ccc(OC(=O)c2ccc(Cl)cc2)cc1)c1ccc(Cl)cc1	117	109	91	104	111
5	C[N+](C)(Cc1ccc(Cl)cc1)Cc1ccc(Cl)cc1	103	85	107	109	95
6	O=C(O)CN1C(=O)/C(=C\c2ccc(-c3ccc(Cl)cc3)o2)SC1=S	105	100	112	99	104
7	O=c1[nH]n(C(=S)N/N=C/c2cccc(Br)c2)c(=O)c2ccccc12	89	101	107	97	93
8	CC(=O)c1ccc([N+](=O)[O-])o1	107	102	105	110	111
9	CCCSSSC	97	98	126	95	95
10	O=C1NC2C=C(Cl)C=CC2C=C1C1N(c2ccccc2)NC(=O)[C@@H]2CCCN12 (some centres undefined)	102	86	106	94	108
11	CCn1c(SCc2ccc(C)cc2)nnc1-c1nn(-c2ccc(Cl)cc2Cl)c(-c2ccc(Cl)cc2)c1C	-7.1*	31	8.7*	17	27
12	Cc1nc(-c2cc3ccccc3oc2=O)ccc1C(=O)/C=C/c1ccc(N(C)C)cc1	112	100	94	100	99

nr	ACHN	OVCAR-8	A498	OVCAR-3
1	107	105	106	112
2	107	100	89	110
3	-71*	30	80	-19*
4	109	103	111	107
5	107	99	91	108
6	104	99	106	108
7	102	99	100	99
8	110	101	93	107
9	104	102	102	107
10	93	101	97	93
11	2.3*	13	19	16
12	105	98	80	104

# Carrying on.
nr	Structure	SK-OV-3	IGROV1	RXF 393	OVCAR-4	OVCAR-5
13	CCC(=O)Nc1nonc1-c1nc2ccccc2n1Cc1ccc(F)cc1Cl	47	81	64	65	95
14	CCN1CCC(=O)N2[C@H](c3ccc(Cl)cc3)c3[nH]c4ccccc4c3C[C@H]2C1=O	113	98	96	98	100
15	COc1ccc(C2NC(=S)NC(C)=C2C(C)=O)cc1 (centres undefined)	107	101	112	115	110
16	COc1cc(C=O)cc(C=O)c1O	85&85	105	93&78	106&90	100
17	Cc1cc(Cl)ccc1NC(=O)/C(Cl)=C1/Sc2ccccc2NC1=O	103	69	/	90	94
18	Oc1ccc(/C=C2\CCc3cc4ccc(O)cc4[o+]c32)c(O)c1	120	85	/	79	100
19	COc1ccc(/C(C)=C(\c2ccc(OCCN3CCCCCC3)cc2)c2ccc(OC(=O)Cc3ccccc3)cc2)cc1	111	101	99	89	91
20	Nc1c(O)cccc1C(=O)O	93	106	104	104	94
21	O=C1CSC(=S)N1Cc1ccncc1	92	98	/	93	114
22	CNC(=O)CC[C@@]1(C)[C@H](O)CC[C@@H]2[C@@H]1CC[C@]1(C)[C@@H]([C@H](C)CCCC(C)C)CC[C@@H]21	68	66	103	74	74
23	Cc1ccc(OC(=O)c2cccc(Cl)c2)cc1	112	94	107	85	97
24	O=C1c2ccccc2S(=O)(=O)N1CCBr	116	101	103	110	97

nr	ACHN	OVCAR-8	A498	OVCAR-3
13	56	70	73	72
14	97	104	/	99
15	98	100	98	104
16	/	106&92	107&107	104&107
17	85	/	131	95
18	80	87	113	27
19	103	96	105	101
20	97	99	73	110
21	101	92	118	96
22	80	65	86	59
23	114	100	114	110
24	104	112	120	100

# New compounds follow:
nr	Structure	SK-OV-3	IGROV1	RXF 393	OVCAR-4	OVCAR-5
25	CC(CNC1CCCCC1)OC(=O)Nc1ccccc1 (centres undefined)	107	90	100	109	114
26	COc1ccc(/C=C/c2c(C(C)=O)c(=O)[nH]c3ccccc23)cc1	93	68	92	89	95
27	CN1C[C@@H](c2cccc(Cl)c2)[C@]2(NC(=S)N(C3CC3)C2=O)[C@@]12C(=O)NC1C=CC(Cl)=C[C@H]12 (some centres undefined)	94	91	89	100	104
28	CNC1=C(Cl)C(=O)c2ccccc2C1=O	102	111	135	98	113
29	CCCCOC(c1ccc2c(c1)OCO2)C(C)Br (centres undefined)	108	109	100	97	105
30	O=C(NCc1ccccc1)OCCO	108&105	/	135&111	123&113	104&112
31	CCOC(=O)C1C(=O)C=C(c2ccc(OC)cc2)CC1c1sc(N(C)Cc2ccccc2)nc1Cl (centres undefined)	90	104	94	78	86
32	CCOC(=O)CC1CSC(N/N=C(\C)c2ccccc2)=N1 (centres undefined)	109	108	104	91	104
33	COc1ccc(-c2nnc(-c3ccc4c(c3)nc(-c3ccccn3)n4C3CCCCC3)o2)cc1	108	93	96	71	105
34	O=C(O)c1ccc(F)c([N+](=O)[O-])c1	116	104	100	113	101
35	CS(=O)(=O)Nc1ccccc1-c1nc2ccccc2c(=O)o1	104	97	/	87	112
36	C#C[C@]1(O)CC[C@H]2[C@@H]3CC=C4c5sc(Nc6cccc(C)n6)nc5CC[C@]4(C)[C@H]3CC[C@@]21C	-7.5*	45	-60*	57	56

nr	ACHN	OVCAR-8	A498	OVCAR-3
25	105	97	106	103
26	89	87	87	97
27	/	85	87	98
28	99	99	107	102
29	98	93	105	107
30	103&112	108&104	/	132&114
31	74	81	94	88
32	104	102	81	102
33	81	51	76	71
34	108	114	99	115
35	107	108	98	106
36	33	39	-29*	/

# Filtered by structure, the entries above containing a furan ring, fused or not
nr	Structure	SK-OV-3	IGROV1	RXF 393	OVCAR-4	OVCAR-5
6	O=C(O)CN1C(=O)/C(=C\c2ccc(-c3ccc(Cl)cc3)o2)SC1=S	105	100	112	99	104
8	CC(=O)c1ccc([N+](=O)[O-])o1	107	102	105	110	111

nr	ACHN	OVCAR-8	A498	OVCAR-3
6	104	99	106	108
8	110	101	93	107

# New compounds follow
nr	Structure	SK-OV-3	IGROV1	RXF 393	OVCAR-4	OVCAR-5
37	C=C(C)[C@@H]1CC[C@]2(C(=O)N[C@H](C)C(=O)O)CC[C@]3(C)[C@H](CC[C@@H]4[C@@]5(C)Cc6c([nH]c7ccccc67)C(C)(C)[C@@H]5CC[C@]43C)[C@@H]12	96	82	82	80	115
38	O=C1CC(c2cccs2)c2sccc2N1 (centres undefined)	82	109	99	98	101
39	CCN(CC)CCCC(C)N(Cc1ccccc1)CC(O)c1ccc(Cl)cc1 (centres undefined)	102&94	101&113	106&101	112&116	91
40	COc1ccc(-c2nnc(COc3ccc(NS(=O)(=O)c4ccccc4)cc3F)o2)cc1	105	124	94	85	104
41	Cc1cccc(NC(=O)Nc2ccccc2Cl)n1	108	/	/	99	100
42	CC(=O)n1cc(/C=C2\N=C(c3ccc(Cl)cc3)N(c3ccc(S(=O)(=O)Nc4ccccn4)cc3)C2=O)c2ccccc21	108	87	104	96	112
43	O=C1c2ccccc2C(=O)c2c(S)cccc21	95	105	129	98	98
44	COc1ccc(/C(O)=C/c2nc3cccc([N+](=O)[O-])c3[nH]c2=O)cc1	106	109	105	113	108
45	COc1ccc2c(c1)C(N1CCCCCC1=O)CCN2Cc1ccc(Cl)cc1 (centres undefined)	99	104	115	106	100
46	C#CC1(N(C)C)CCC2C3CCc4cc(OC)ccc4C3CCC21C (centres undefined)	97	99	117	114	108
47	C[C@@H](c1ccccc1)N1C(=O)N2CN(C)CN3C(=S)N[C@H]1[C@H]23	105	105	97	97	101
48	Cc1ccc(Cn2c(N3CCC(C(=O)NCc4cccs4)CC3)nc3ccccc32)cc1	97	/	81	/	107

nr	ACHN	OVCAR-8	A498	OVCAR-3
37	69	72	/	80
38	103	105	93	106
39	103&117	102&105	116&91	100&109
40	89	95	87	96
41	98	99	103	130
42	/	78	86	103
43	104	108	106	111
44	107	110	164	102
45	101	117	112	93
46	112	97	102	101
47	103	108	91	111
48	99	94	62	77

# A draw from above in order of number of heavy atoms, low to high.
nr	Structure	SK-OV-3	IGROV1	RXF 393	OVCAR-4	OVCAR-5
38	O=C1CC(c2cccs2)c2sccc2N1 (centres undefined)	82	109	99	98	101
43	O=C1c2ccccc2C(=O)c2c(S)cccc21	95	105	129	98	98
37	C=C(C)[C@@H]1CC[C@]2(C(=O)N[C@H](C)C(=O)O)CC[C@]3(C)[C@H](CC[C@@H]4[C@@]5(C)Cc6c([nH]c7ccccc67)C(C)(C)[C@@H]5CC[C@]43C)[C@@H]12	96	82	82	80	115

nr	ACHN	OVCAR-8	A498	OVCAR-3
38	103	105	93	106
43	104	108	106	111
37	69	72	/	80

# Other entries follow:
nr	Structure	SK-OV-3	IGROV1	RXF 393	OVCAR-4	OVCAR-5
49	Cc1c(C)c(CN)c(C)c(C)c1CN	98	107	104	95	106
50	Cc1ccc(N/C=C/C(=O)c2sc3nc4ccccc4n3c2C)cc1S(N)(=O)=O	119	113	79	103	112
51	CCC(CC)c1ncc[nH]1	105	97	106	105	102
52	Cc1ccc2c(Cn3cc(Cn4c(C)cc(=O)n(Cc5cn(Cc6cc(=O)oc7cc(C)ccc67)nn5)c4=O)nn3)cc(=O)oc2c1	/	102	116	108	105
53	COc1ccc([C@H]2[C@H](C(=O)Nc3cccc4c3CCCC4)c3ccccc3C(=O)N2c2ccc(OC)cc2)cc1	90	95	/	105	99
54	O=C1c2ccccc2C(=O)c2c(Cl)cccc21	105	106	102	90	96
55	COC(=O)c1cc(=O)nc(NNC(C)=O)s1	109	95	105	101	101
56	CC(=O)C(=Cc1ccccc1O)C(C)=O	99	126	127	101	99
57	C=CC[N+](C)(C)CC=C	109	108	111	/	101
58	c1ccc(CN(Cc2ccccc2)N(Cc2ccccc2)Cc2ccccc2)cc1	93	97	100	62	114
59	CCCNc1nc2ccccc2c2c(=O)c3cc(F)ccc3sc12	83	83	82	48	91
60	CC(=O)Nc1cccc(-c2cc3ccccc3[nH]2)c1	103	107	118	113	108

nr	ACHN	OVCAR-8	A498	OVCAR-3
49	101	102	102	101
50	99	94	82	110
51	107	99	128	112
52	101	105	117	105
53	102	85	/	105
54	113	93	88	94
55	100	102	106	113
56	98	100	116	107
57	101	105	112	121
58	102	100	100	82
59	67	76	41	84
60	/	95	87	103

# Look-ups from the list:
# Under A498, cpd 56 is listed with 116
# Under RXF 393, cpd 59 is listed with 82

# (further entries)
nr	Structure	SK-OV-3	IGROV1	RXF 393	OVCAR-4	OVCAR-5
61	NNC(=O)CCC(NC(=O)OCc1ccccc1)C(=O)NN (centres undefined)	103	108	106	105	95
62	O=C1CCC(C(=O)NNCc2ccccc2)N1 (centres undefined)	106	109	114	103	107
63	CC(C)OC(=O)Nc1ccccc1Cl	100	107	118	103	104
64	Nc1nc(Cl)c2ncn(C3OC(CO)C(O)C3O)c2n1 (centres undefined)	105	105	119	105	104
65	NCCCC[C@H](NC(=O)[C@@H]1CCCN1C(=O)Cc1cccc2ccccc12)C(=O)NCc1nc2ccccc2[nH]1	113	106	106	104	106
66	CS(=O)(=O)c1ccc(C(=O)N=Nc2c(O)[nH]c3ccccc23)cc1	121	112	112	116	112
67	O=C(Nc1cccc(Cl)c1)c1ccc(Cl)c(Cl)c1	94	96	94	80	102
68	Nc1nc(N)nc(-c2ccccc2)n1	103	116	102	100	102
69	COc1cc(NCCCN)c2ncccc2c1	89	96	94	84	93
70	COc1ccc(CCCC(=O)O)c2c(OC)cccc12	101	102	116	99	85
71	N#Cc1c(Nc2ccccc2)n[nH]c1-c1cccs1	89	84	125	95	105
72	COC(=O)Nc1csc2c1NC(=O)CCCC2	99	103	104	112	92
73	Cn1c(N)c(NC(=O)CC#N)c(=O)n(C)c1=O	101	100	110	114	106

nr	ACHN	OVCAR-8	A498	OVCAR-3
61	99	105	107	105
62	108	104	119	104
63	110	104	104	107
64	98	101	91	112
65	108	99	108	111
66	109	104	94	108
67	87	91	81	96
68	107	105	/	109
69	97	82	57	93
70	105	103	80	108
71	96	99	106	105
72	101	96	99	129
73	105	107	91	105

# Random excerpt: 5 entries already listed, in no set order.
nr	Structure	SK-OV-3	IGROV1	RXF 393	OVCAR-4	OVCAR-5
23	Cc1ccc(OC(=O)c2cccc(Cl)c2)cc1	112	94	107	85	97
43	O=C1c2ccccc2C(=O)c2c(S)cccc21	95	105	129	98	98
22	CNC(=O)CC[C@@]1(C)[C@H](O)CC[C@@H]2[C@@H]1CC[C@]1(C)[C@@H]([C@H](C)CCCC(C)C)CC[C@@H]21	68	66	103	74	74
68	Nc1nc(N)nc(-c2ccccc2)n1	103	116	102	100	102
58	c1ccc(CN(Cc2ccccc2)N(Cc2ccccc2)Cc2ccccc2)cc1	93	97	100	62	114

nr	ACHN	OVCAR-8	A498	OVCAR-3
23	114	100	114	110
43	104	108	106	111
22	80	65	86	59
68	107	105	/	109
58	102	100	100	82

# Screens: PubChem, NCI

# No enrichment for hits; 11% or so of the library scored in one or more.
